# Compound activity (PubChem)
# S1P4 ag = S1P4 receptor agonists, primary screen, cell-based; activation, % at 4.98 µM; hit rate 0.35% among 220,000; S1P4-expressing cell line, agonist reporter assay; Sphingosine 1-phosphate receptor 4 (Homo sapiens), O95977; in the data active means activation above about 11%;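 further: 0% = DMSO vehicle and 100% = reference agonist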
# Target sequence (O95977 whole entry, looked up): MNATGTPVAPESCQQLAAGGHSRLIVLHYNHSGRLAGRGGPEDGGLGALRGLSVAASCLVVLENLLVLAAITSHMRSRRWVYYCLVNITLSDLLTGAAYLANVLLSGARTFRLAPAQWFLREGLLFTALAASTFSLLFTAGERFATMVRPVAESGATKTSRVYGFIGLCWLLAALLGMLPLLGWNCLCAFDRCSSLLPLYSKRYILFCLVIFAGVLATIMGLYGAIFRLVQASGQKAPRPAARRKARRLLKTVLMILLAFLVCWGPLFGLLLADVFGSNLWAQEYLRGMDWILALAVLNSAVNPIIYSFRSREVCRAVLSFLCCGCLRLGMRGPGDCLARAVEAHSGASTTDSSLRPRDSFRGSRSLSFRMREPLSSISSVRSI
# NPY Y1 blocker = NPY-Y1 receptor antagonists, primary screen, cell-based; HEK293-CNG Y1 cells, membrane potential fluorescence; NPY at EC95, then isoproterenol; inhibition, % at 3.6 µM; hit rate 1% among 200,000; AID 1040, 2008;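 active means inhibition above the campaign mean inhibition of all tested compounds plus 3 SD, cut at about 20% in these data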;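 further: 0% = DMSO wells given NPY plus isoproterenol and 100% = isoproterenol alone without NPY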
# Target sequence (P25929 whole entry, looked up): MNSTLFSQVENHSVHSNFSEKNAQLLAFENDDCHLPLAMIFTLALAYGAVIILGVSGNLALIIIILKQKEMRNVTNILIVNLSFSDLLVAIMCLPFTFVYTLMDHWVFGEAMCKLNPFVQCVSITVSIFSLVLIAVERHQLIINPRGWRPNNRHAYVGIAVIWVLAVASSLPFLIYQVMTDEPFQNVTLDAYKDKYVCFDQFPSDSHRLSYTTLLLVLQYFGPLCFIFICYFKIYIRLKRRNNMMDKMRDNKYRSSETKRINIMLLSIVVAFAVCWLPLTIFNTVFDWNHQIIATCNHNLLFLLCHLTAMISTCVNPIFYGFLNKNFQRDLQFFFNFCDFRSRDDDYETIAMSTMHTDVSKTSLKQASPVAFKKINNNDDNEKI
#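 Material: HEK293 Y1/CNG channel cell line | Also added: NPY (25 nM), isoproterenol (1 µM), Ro 20-1724 (25 µM) | Compound: One concentration, 3.6 µM, in 0.4% DMSO | Schedule: 3 h dye uptake, 1 h room-temperature compound, 45 min post-isoproterenol | Signal: Membrane-potential fluorescent dye readout | Read-out: % inhibition of NPY effect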
# TRPML3 agonist = human TRPML3 channel agonists, primary screen, cell-based, HEK293 TRPML3-YFP, Fluo-8 calcium fluorescence, 3 µM; Mucolipin-3 (Homo sapiens), Q8TDD5; 100% = the carbachol control signal; activation, % at 3 µM; hit rate 0.29% among 220,000; AID 1448, 2008;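 active means activation above its plate's cutoff, the mean activation of the plate's test wells plus 3 SD, cut at about 12% in these data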;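 further: 0% = DMSO only wells and 100% = carbachol wells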
#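 Material: HEK293 cells stably carrying human TRPML3-YFP; compound dosing: single dose, 3 µM final nominal compound, 0.3% DMSO final; incubation: 1-h 37 °C dye load, 5-s basal, 120-s post-compound reads; technique: Fluo-8 intracellular calcium fluorescence, excitation 470-495 nm, emission 515-575 nm; read-out basis: percent activation from peak-to-basal fluorescence ratio, scaled between DMSO and carbachol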
# NPY-Y1 PAM-ag = NPY-Y1 receptor potentiators or agonists, primary screen, cell-based | Neuropeptide Y receptor type 1 (Homo sapiens), P25929 | NPY-Y1 expressing cells, potentiator/agonist activation | activation, % at 3.6 µM | hit rate 0.37% among 220,000; in the data active means activation above about 33%, passing the limit was not always enough;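 further: cells stimulated with NPY at EC10 then isoproterenol at EC100; 0% = low agonist plus stimulus and 100% = saturating agonist plus stimulus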
# S1P4 antag = S1P4 receptor antagonists, primary screen, cell-based | hit rate 0.26% among 220,000 | inhibition, % at 4.98 µM | S1P4-expressing cells, antagonist mode, reporter read-out | Sphingosine 1-phosphate receptor 4 (Homo sapiens), O95977; in the data active means inhibition above about 29%;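 further: 0% = wells stimulated with agonist and 100% = vehicle wells without agonist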
# EP2 modulator = EP2 receptor modulators, cAMP readout, primary screen, cell-based, HTRF cAMP, PGE2 stimulation | Prostaglandin E2 receptor EP2 subtype (Homo sapiens), P43116 | EP2-expressing cells, cAMP HTRF FRET, PGE2 co-stimulation | induction, % at 25 µM | hit rate 0.83% among 260,000 | AID 940, 2007;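 active means compounds whose cAMP rise, as percent of the full-agonist control response, exceeds 60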;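 further: rat C6 glioma line stably carrying human EP2 under a CMV promoter; the protocol text gives 20 µM as final concentration; 100% = response of wells given 1 µM PGE2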
# zfTRPN1 agonist = zebrafish TRPN1 channel agonists, primary screen, cell-based, HEK293, calcium fluorescence | activation, % at 3 µM | HEK293 zebrafish TRPN1-YFP, Fluo-8 calcium fluorescence; 100% = response to 87 µM carbachol | AID 1424, 2008 | transient receptor potential cation channel N1 (TRPN1/NompC), Danio rerio | hit rate 0.18% among 220,000;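 active means activation above its plate's cutoff, the mean activation of test wells on that plate plus 3 SD, cut at about 19% in these data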;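 further: 0% = DMSO alone and 100% = 87 µM carbachol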
#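 System: zebrafish TRPN1-YFP in HEK293 cells / Dosing: 3 µM single point / Timing: dye loading 1 h at 37 °C, then 30 min room temperature / Signal: Fluo-8 calcium fluorescence, excitation 470-495 nm, emission 515-575 nm / Read-out basis: percent activation from peak over basal fluorescence ratio, control-normalized / Control set: high carbachol 87 µM, low DMSO alone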
# CHOP inhibitor = inhibitors of CHOP promoter induction, primary screen, cell-based, unfolded protein response, luciferase reporter; hit rate 3.8% among 220,000; inhibition, % at 10 µM; CHO-K1 CHOP-promoter luciferase, tunicamycin-induced, 15-18 h;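 active means compounds that reduced the stress-induced luciferase reporter signal by more than about 70% of percent inhibition, limit read from the data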;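 further: 0% = tunicamycin plus vehicle and 100% = wells without tunicamycin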
# NPY2 pot ag = NPY-Y2 potentiators or agonists, primary screen, cell-based; Neuropeptide Y receptor type 2 (Homo sapiens), P49146; cells expressing NPY-Y2, potentiator/agonist read-out; activation, % at 3.6 µM; hit rate 0.45% among 220,000; AID 1359, 2008; in the data active means activation above about 27%;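 further: cells stimulated with NPY near EC25 plus isoproterenol at EC100; 0% = vehicle plus submaximal agonist and 100% = vehicle plus saturating agonist; some results beyond the cut were filed as inactive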
# * = called active by the depositor; · = not tested or not shown; & = joins results of further samples.
molecule	S1P4 ag	NPY Y1 blocker	TRPML3 agonist	NPY-Y1 PAM-ag	S1P4 antag	EP2 modulator	zfTRPN1 agonist	CHOP inhibitor	NPY2 pot ag
O=C(O)c1ccc(Cl)c(N2C(=O)Nc3ccccc3N2O)c1	0.5	7	0.6	6	-11	43	0.3	9	-4
O=C(OCc1ccccc1F)c1ccc2c(c1)-c1ccccc1C2=O	2.6	-1	0.0	2	-10	-8	1.0	27	-3
CNC(=S)Nc1ccc2nc(C)c(C)nc2c1	0.1	1	0.4	19	6	26	0.5	-12	3
N#Cc1ccc(NC(=O)c2sc3cc(C(F)(F)F)cnc3c2-c2cccs2)cc1	0.1	-7	0.5	-53	-11	27	-0.6	28	-7
CCN1C(=O)C2(C(C(=O)c3ccc(C)o3)=C(O)C(=O)N2CCCN2CCOCC2)c2ccccc21 (stereo not drawn)	-0.1	-1	0.9	19	-15	10	3.6	-16	19
COCCCNC(=S)NNC(=O)c1ccccc1Br	-0.7	0	0.0	4	-10	1	1.5	-6	1
CC(Oc1ccccc1)C(=O)NNC(=O)c1cccs1 (stereo not drawn)	0.2	-5	0.8	22	-5	11	0.3	-12	5
Cc1ccc(S(=O)(=O)n2nc(-c3cccnc3)nc2N)cc1	-0.6	5	0.6	1	-8	-11	2.2	-4	4
CCOC(=O)C1NN=C(C(=O)c2ccccc2)C1c1ccc(OC)cc1 (stereo not drawn)	2.3	1	-0.5	3	9	20	-0.6	28	4
O=C1CN(c2nc(-c3ccccc3)c3ccccc3n2)c2ccccc2N1	-0.2	4	-0.8	-23	-5	6	0.6	77*	-1
COc1cccc(NC(=O)CNC(=O)c2ccccc2)c1	-0.8	15	0.3	-22	4	0	0.1	-13	-15
CC(C)OC(=O)c1cc2c(ccn2C)n1CC(=O)N(Cc1ccccc1)c1ccc(F)cc1	-0.2	-4	0.9	-13	-15	52	-0.3	71*	1
CN(C(=O)CSc1nc2cc([N+](=O)[O-])ccc2n1-c1ccc(F)cc1)C1CCS(=O)(=O)C1 (stereo not drawn)	-2.0	8	0.6	3	-3	-1	1.4	-11	3
Cc1cc(C)c2oc(-c3ccc(Cl)c(NC(=O)c4ccc(C#N)cc4F)c3)nc2c1	0.2	4	0.5	-6	-8	14	-0.1	67	-1
CC(=O)NC(CCS(C)(=O)=O)C(=O)Nc1ccccc1Cl (stereo not drawn)	-0.2	2	1.1	-7	7	13	0.7	29	17
O=c1oc2ccccc2n1CCc1ccccc1	0.0	5	-0.4	0	-8	-39	-1.4	6	4
CCOC(=O)c1sc(N)c(C(=O)Nc2ccccc2)c1C	-0.9	1	-1.0	7	-15	-56&-12	2.1	3	6
CN(C)CC(=O)c1ccc(-c2ccccc2)cc1	2.1	20*	0.9	-22	8	-30	0.8	27	-4
O=C(CSc1nc2ccccc2n1CC(=O)N1CCCC1)N1CCN(C(=O)c2ccco2)CC1	1.3	5	0.0	-11	-14	-1	0.2	-7	12
COc1ccc(OC)c(C(C)NC(=O)c2ccc(Br)cc2)c1 (stereo not drawn)	-0.4	0	-0.2	3	-4	-74	-1.7	6	-2
Cc1ccc(NC(=S)NC(NC(=O)C(C)(C)C)C(Cl)(Cl)Cl)c(C)c1 (stereo not drawn)	1.1	0	0.2	26	-2	13	3.8	10	13
Cc1ccc(S(=O)(=O)Nc2ccc(N3CCOCC3)nc2)cc1	-2.2	1	0.2	-11	3	-6	0.3	-5	-22
O=C(COC(=O)[C@H](Cc1ccccc1)NC(=O)c1cccs1)Nc1c(Cl)cccc1Cl	0.3	7	-0.1	-6	-10	22	-0.3	1	1
Oc1ccc(Br)cc1C=Nc1ccc(Cl)cc1	0.3	6	0.5	4	-14	49	0.9	8	7
C=CCSC1=Nc2cc(OC)c(OC)cc2C2=NC(=O)CN12	-0.9	-8	0.8	-23	2	10	0.4	24	2
COc1ccc(-n2cnc3ccccc32)cc1	-3.7	-3	0.6	-15	1	6	-1.3	31	13
O=C(/C=C/Nc1cccc(O)c1)c1ccccc1	0.4	4	0.7	14	-14	-32	2.1	15	-4
CCOC(=O)c1ccc2nc3c(cc2c1)CCS3	0.0	-7	-0.4	8	-13	7	-0.3	-33	9
CC1CCCc2sc3ncn(N)c(=N)c3c21 (stereo not drawn)	-1.8	5	-0.3	-13	-24	-26	0.3	18	-11
Nc1nc2ccccc2n1CCN1CCCC1	-0.1	7	0.1	-29	-5	-3	-0.2	44	-6
COc1cc(/C=C(\C#N)C(=O)NCC2CCCO2)ccc1O (stereo not drawn)	2.5	0	0.7	-5	5	6	2.1	4	2
COc1ccc(C(=O)NCC(=O)OCC(=O)c2ccc3c(c2)OCCO3)cc1	1.2	16	0.2	-19	0	24	-0.7	7	-7
Cc1cc(NC(=O)c2ccc(Cl)c([N+](=O)[O-])c2)no1	0.0	·	0.7	-8	-7	-10	1.7	-7	5
CCn1c(SCC(=O)NC(C)c2ccccc2)nc2ccccc21 (stereo not drawn)	1.7	1	0.3	-9	12	5	-0.7	-183	-13
Cc1ccnc(NC(=O)CCCOc2ccc(Cl)cc2C)c1	-0.2	11	0.0	-40	-3	-40	1.6	36	-1
Cc1cnc(CN(C)C(=O)c2cc(COc3c(F)cccc3F)on2)[nH]1	0.8	1	-0.3	-1	-8	-13	-0.5	23	-4
Nc1ccc2nn(-c3ccccc3)nc2c1	2.8	-4	-0.3	16	4	-61	-1.2	-29	5
CC(C)c1ccc(NC(=O)NN2CCOCC2)cc1	-0.1	1	1.5	8	-3	-2	2.4	-30	0
CCCC(=O)Nc1ccc(C(=O)NN=C(C2CC2)C2CC2)cc1	1.5	4	0.6	-1	2	-6	1.2	5	-6
C=CCn1c(N)c(C(=O)NC2CCCCC2)sc1=S	1.9	-4	0.9	-10	-13	7	1.2	31	-6
Cn1nnnc1SCC(=O)N1CCN(S(=O)(=O)c2ccccc2)CC1	-0.4	7	-0.8	12	-18	-4	-0.6	-3	2
CCOCCn1c(CCCO)nc2ccccc21	1.5	7	0.4	4	-10	27	2.1	39	10
Cc1ccc(C(=O)Cn2nc(C)c([N+](=O)[O-])c2C)c(C)c1	-0.5	4	-1.1	-21	-6	12	-3.3	11	-8
C/C(O)=C\c1nc(=O)c2c(C)cc(C)nc2n1-c1ccccc1	0.2	4	0.5	-8	-12	17	-0.7	43	7
Cc1nnc(SCC2=C(C(=O)O)N3C(=O)C(NC(=O)c4cc(F)c(F)cc4Cl)C3SC2)s1 (stereo not drawn)	-0.6	-7	1.2	2	7	13	-0.1	-1	10
CC(C)Cn1c(N)c(C(=O)COC(=O)/C=C/c2cccs2)c(=O)n(C)c1=O	-0.6	·	3.8	22	-7	-31	9.5	44	37
O=S(=O)(c1ccc2c(c1)OCCO2)N1CCN(c2nc(-c3cccnc3)nc3ccccc23)CC1	1.9	6	0.7	2	-9	-21	0.7	52	9
CC(C)c1ccc(-c2nnn(CCC#N)n2)cc1	-1.1	2	0.6	1	-5	-20	-0.4	-14	-10
Cc1cccc(NC(=O)COc2nsnc2N2CCOCC2)c1	0.2	-1	-0.5	-26	12	-3	-0.3	38	-6
COC(=O)C1=C(Nc2ccccc2NC(=O)CCCC(=O)O)CSC1	4.1	·	-0.1	9	-19	-52	-0.6	-10	4
O=C(NC(=S)N1CCOCC1)C12CCC3CC(CC(C3)C1)C2	0.8	-4	-0.2	-12	-18	13	-1.3	8	2
COc1ccc(/C=C/C(=O)NC(=S)NNC(=O)c2cccnc2)cc1OC	0.8	3	1.2	24	4	-1	0.1	55	7
COc1ccc(CCNC(=O)c2cc(-c3ccccn3)nc3c(Cl)cccc23)cc1OC	-0.5	2	-0.3	14	6	-35	-1.6	17	0
S=C1CCC(c2ccc(Br)cc2)=NN1c1ccccc1	0.2	·	0.6	5	-27	44	-2.3	22	-1
Brc1cccc(/C=N\n2cnnc2)c1	-1.5	3	1.1	12	-2	-11	1.9	11	13
CC1(c2ccc(Cl)cc2)NC(=O)N(CC(=O)NCc2cccs2)C1=O (stereo not drawn)	1.7	-4	0.7	10	-9	-11	-1.3	-19	-1
CC(C)NS(=O)(=O)c1ccc(N2C(=O)c3ccccc3C2=O)cc1	-0.8	-5	1.4	23	4	-18	3.0	9	7
Cn1cccc1CC(=O)NNC(=S)NC(=O)c1ccccc1Br	0.7	-3	0.7	6	10	-14	0.5	30	-6
COC(C(=O)NC(C(C)C)C(C)C)c1ccccc1 (stereo not drawn)	1.0	4	0.4	-9	-29	5	-0.1	27	3
O=C1C2C3CCC(C3)C2C(=O)N1CNc1ccccc1 (stereo not drawn)	0.9	-1	-0.1	-1	-13	15	0.7	-8	-7

# More entries.
molecule	S1P4 ag	NPY Y1 blocker	TRPML3 agonist	NPY-Y1 PAM-ag	S1P4 antag	EP2 modulator	zfTRPN1 agonist	CHOP inhibitor	NPY2 pot ag
COc1ccc(-c2[nH]ncc2CN2CCCO2)c(F)c1	-1.6	-2	0.2	7	-8	-3	-0.2	-5	-7
O=C(CSc1nnc(Cc2ccccc2)o1)NCc1ccco1	-0.5	10	0.1	-19	-4	9	-0.2	-5	-36
Cn1c(=O)[nH]c(=O)c2[nH]c(CN3CCN(C(=O)c4ccco4)CC3)nc21	2.5	-1	0.1	-3	-17	3	-0.9	49	-1
CCOc1ccccc1NC(=O)c1c(Br)cnn1C	-0.9	7	-0.2	-15	-20	69*	-1.5	34	-4
O=C(C1CCN(S(=O)(=O)c2cccc3nsnc23)CC1)N1CCn2c1nc1ccccc12	0.6	7	0.9	-25	-4	-52	0.6	-2	-4
CN(C)Cc1nnnn1-c1cccc(-n2nnnc2CN(C)C)c1	1.0	·	1.1	0	-13	-19	2.4	6	-33
